TNFa cytotox – cytotoxicity in TNFa-stimulated HUVEC, primary screen, cytotoxicity control for VCAM1 expression modulator project, imaging, Hoechst nuclei count | AID 848, 2007 | actives 0.17% (n = 93,000) | cell count reduction, % at 2 µM | HUVEC TNFalpha-stimulated, Hoechst cell count;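 active = cell count reduction exceeding the screen mean by over 5 SD, scaled to untreated wells per plate, cut at about 78% in these data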;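 also: cells counted after 24 h of TNF alpha exposure following the 1 h pretreatment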
Candida biofilm – clotrimazole potentiators killing Candida biofilms, primary screen, with clotrimazole, Alamar Blue. C. albicans biofilm + clotrimazole. inhibition, % at 6 µM. actives 0.14% (n = 85,000);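 active = inhibition above 20%; inactive = inhibition below 20%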;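 also: preformed 24 hr biofilms exposed to compound for 48 hr; 0% = biofilm without compound and 100% = blank killed by clotrimazole plus chlorhexidine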
ERb coact inh – inhibitors of ERβ-SRC1 coactivator interaction, primary screen, biochemical, TR-FRET, ERβ LBD, SRC-1 peptide. Estrogen receptor beta (Homo sapiens), Q92731. TR-FRET ER-beta LBD / SRC1-Cy5 peptide binding; receptor agonist-loaded with 1 µM estradiol. inhibition, % at 25.6 µM. actives 1.3% (n = 86,000). AID 633, 2007;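 active = compounds whose percent inhibition of the receptor-coactivator binding signal exceeds about 50% in the single-dose screen, limit read from the data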;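 also: 0% = receptor plus peptide wells without compound and 100% = peptide-only wells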
Target sequence (Q92731 whole entry, looked up, the tested form may be a part): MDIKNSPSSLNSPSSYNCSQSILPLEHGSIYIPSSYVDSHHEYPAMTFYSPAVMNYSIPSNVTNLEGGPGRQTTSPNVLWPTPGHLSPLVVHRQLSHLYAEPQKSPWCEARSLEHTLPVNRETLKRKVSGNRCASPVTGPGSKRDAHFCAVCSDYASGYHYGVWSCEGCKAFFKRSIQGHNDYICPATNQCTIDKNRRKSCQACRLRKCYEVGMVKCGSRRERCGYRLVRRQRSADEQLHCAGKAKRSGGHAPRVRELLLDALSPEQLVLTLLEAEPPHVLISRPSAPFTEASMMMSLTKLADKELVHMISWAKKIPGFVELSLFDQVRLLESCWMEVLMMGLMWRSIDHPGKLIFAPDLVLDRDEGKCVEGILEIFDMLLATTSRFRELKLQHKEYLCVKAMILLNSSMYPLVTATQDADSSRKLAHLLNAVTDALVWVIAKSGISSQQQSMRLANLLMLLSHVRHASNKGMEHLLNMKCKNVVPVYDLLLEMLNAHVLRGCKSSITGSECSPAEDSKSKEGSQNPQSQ
VCAM1 TNFa inh – inhibitors of TNFa-induced VCAM1 expression, primary screen, imaging, HUVEC, TNFa stimulus, immunofluorescence | inhibition, % at 2 µM | AID 802, 2007 | actives 0.48% (n = 95,000) | HUVEC TNFa-induced VCAM-1 immunofluorescence, high-content imaging;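 active = inhibition above the batch mean plus 3 SD, with images confirmed as a hit by eye, cut at about 37% in these data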;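 also: 0% = TNF-stimulated DMSO wells and 100% = unstimulated control wells; not every result past the cut was called active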
IL1B cytotox – cytotoxicity in IL-1B stimulated HUVEC, primary screen, cytotoxicity control for IL-1B NFkB translocation project, imaging, Hoechst nuclear count, IL-1B stimulus; HUVEC cell count loss; cell count reduction, % at 2 µM; actives 0.41% (n = 94,000);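 active = cell count reduction more than 3 SD above the screen-wide mean, cut at about 70% in these data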;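 also: normalized per plate to untreated control cells as the no-loss baseline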
cytoskel mod – modifiers of F-actin cytoskeleton organization, primary screen, imaging, HUVEC, phalloidin staining, high-content imaging; HUVEC TNFa F-actin phalloidin imaging; actives 0.18% (n = 91,000); inhibition, % at 2 µM;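 active = inhibition above the batch mean plus 3 SD and confirmed as a hit by visual image inspection, cut at about 30% in these data, passing the limit was not always enough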; also: strong numbers were not always called active
sEH inh – soluble epoxide hydrolase inhibitors, primary screen, biochemical, human sEH; Bifunctional epoxide hydrolase 2 (Homo sapiens), P34913; recombinant human sEH enzymatic activity assay; inhibition, % at 2 µM; actives 0.34% (n = 91,000); AID 707, 2007; in the data active = inhibition above about 80%; also: values of inactives mirror those of a sister screen read the other way; many of its hits are not listed in these tables
Target sequence (P34913 whole entry, looked up): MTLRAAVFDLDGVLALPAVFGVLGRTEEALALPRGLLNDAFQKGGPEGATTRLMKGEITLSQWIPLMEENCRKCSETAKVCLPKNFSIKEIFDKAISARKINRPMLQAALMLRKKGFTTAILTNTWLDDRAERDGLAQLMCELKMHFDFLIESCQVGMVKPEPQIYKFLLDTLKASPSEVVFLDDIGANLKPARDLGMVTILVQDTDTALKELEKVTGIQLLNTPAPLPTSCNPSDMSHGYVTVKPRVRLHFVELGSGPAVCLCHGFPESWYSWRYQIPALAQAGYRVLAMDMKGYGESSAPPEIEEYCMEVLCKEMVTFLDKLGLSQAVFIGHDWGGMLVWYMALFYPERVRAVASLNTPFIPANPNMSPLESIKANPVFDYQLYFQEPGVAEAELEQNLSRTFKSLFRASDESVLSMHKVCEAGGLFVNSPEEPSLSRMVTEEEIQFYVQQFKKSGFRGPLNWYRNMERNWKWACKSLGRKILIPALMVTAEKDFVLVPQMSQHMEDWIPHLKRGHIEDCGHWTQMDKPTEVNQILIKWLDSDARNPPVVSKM
Smad3 FoxH1 inh – Smad3/FoxH1 peptide binding inhibitors, primary screen, biochemical, TR-FRET; Mothers against decapentaplegic homolog 3 (Homo sapiens), P84022; TR-FRET Smad3/Dy647-FoxH1 peptide binding, europium anti-His; inhibition, % at 25 µM; actives 0.29% (n = 88,000); AID 630, 2007;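 active = compounds that reduce the energy-transfer binding signal between the protein and its labelled peptide by more than half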;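 also: 0% = Smad3 plus labelled peptide maximal FRET and 100% = peptide-only background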
sEH act – soluble epoxide hydrolase activators, primary screen, biochemical, human sEH; Bifunctional epoxide hydrolase 2 (Homo sapiens), P34913; purified human sEH enzymatic activity, activator screen; activation, % at 2 µM; actives 0.04% (n = 91,000); in the data active = activation above about 37%; also: values of inactives mirror those of a sister screen read the other way
Active calls of the source: *; / = no result given; [ ] = dose if it differs, or a comment. Some of the compounds tested; the hit share may differ from the screen's.

SMILES	TNFa cytotox	Candida biofilm	ERb coact inh	VCAM1 TNFa inh	IL1B cytotox	cytoskel mod	sEH inh	Smad3 FoxH1 inh	sEH act
CCNc1nc(NCC)n2c(SCc3ccc(F)cc3)nnc2n1	88*	9	1	91*	2	-37	/	4	/
COCCN1C(=O)c2ccc(C(=O)NCc3cccnc3)cc2C1=O	-11	9	3	13	-21	-1	11	4	-11
COc1ccc2c(c1)nc(SCC(=O)c1cccs1)n2C	-1	/	/	-4	-30	2	2	/	0
CCOC(=O)C1=C(N)n2c(s/c(=C\c3ccco3)c2=O)=C(C(=O)OC(C)C)C1c1ccco1 (stereo unspecified)	3	/	/	20	-18	12	6	/	-6
Cc1cc(C)cc(OCC(=O)OCC(=O)c2ccc3c(c2)NC(=O)CO3)c1	-20	/	/	-25	-10	8	-5	/	6
c1ccc(Cn2ccnc2SCc2nnc(-c3ccccc3)o2)cc1	-10	7	-2	-3	33	-9	-10	7	15
Brc1cccc(-c2n[nH]c(-c3ccccc3)n2)c1	-4	10	0	17	-14	4	21	3	-18
CCOC(=O)[C@@H]1CCNC[C@@H]1c1ccccc1	-27	4	0	25	-24	-21	/	-10	/
CCNc1nc(Oc2c(Cl)cccc2Cl)cc(C(F)(F)F)n1	-6	/	/	10	-18	/	-4	/	1
Cc1cc(C)c(C)c(S(=O)(=O)NCc2ccco2)c1C	15	-2	-3[fluorescence artefact?]	-15	-33	0	-4	-23	4
O=C(O)C1CCCCC1C(=O)NCCc1ccncc1 (stereo unspecified)	-6	4	-9	-9	-23	-17	-7	10	9
O=C(CSc1nnnn1-c1ccccc1)Nc1ccc(Cl)cn1	-9	3	5	0	12	-2	28	3	-24
COc1cccc(C(=O)N/N=C(/c2ccccc2)c2ccccn2)c1	0	/	/	5	11	-14	0	/	1
Brc1ccc2ncnc(Nc3cccc4ccccc34)c2c1	-41	/	/	-2	-70	0	-8	/	6
COCCSc1ccccc1C(=O)NCc1ccc2c(c1)OCO2	-13	6	-4	8	-21	49	-5	7	4
CCOc1ccc(-n2cnnn2)cc1S(=O)(=O)NC1CC1	-8	1	-10	7	-6	12	6	13	-4
O=C(NCN1C(=O)C2C3C=CC(C3)C2C1=O)Nc1cccnc1 (stereo unspecified)	-5	-5	-3	10	-1	-7	-12	-11	13
Cc1sc2nc(SCC(=O)c3cc(C)n(CC4CCCO4)c3C)n(C(C)C)c(=O)c2c1C (stereo unspecified)	-8	7	10[fluorescence artefact?]	16	/	-1	/	-2	/
O=C(CS(=O)(=O)Cc1ccccc1)N1CCc2ccccc21	-19	6	-10	5	-29	7	11	-8	-12
COc1cnc(SCC(=O)O)[nH]c1=O	-10	/	/	5	-43	-4	8	/	-7
CCn1c(N2CCN(C(=O)NC3CCCCC3)CC2)nc2ccccc21	-11	6	-15	4	18	12	17	5	-17
Cc1cccc(Cc2c(C)nc3c(C(=O)NCc4ccco4)cnn3c2C)c1	-35	-1	2	0	-6	19	-6	-2	6
CCOC(=O)c1nnn(-c2nonc2N)c1COc1ccccc1	-19	13	12	3	-92	39	14	6	-14
Cc1[nH]nc2c1/C(=N/O)CC(c1ccccc1)C2 (stereo unspecified)	-19	1	-8	-5	/	13	-12	2	13
COc1ccc(CCN2CC34C=CC(O3)C(C(=O)NCc3ccccc3Cl)C4C2=O)cc1OC (stereo unspecified)	-27	-1	-1[fluorescence artefact?]	4	-28	21	5	4	-4
Cc1ccccc1CSCCNC(=O)CCSc1ccccc1	3	/	/	-12	2	5	81*	/	-81
Brc1ccc(-c2nnc(-c3cccnc3)c3conc23)cc1	-7	-1	25[fluorescence artefact?]	-23	-27	-1	5	3	-3
c1ccc2nc(N3CCOCC3)cnc2c1	-44	6	-14	7	-48	16	3	4	-2
Cc1ccc(CNC(=O)C2C3C=CC4(CN(Cc5cccnc5)C(=O)C24)O3)cc1 (stereo unspecified)	-17	2	-4	1	17	-18	-7	6	9
Cc1ccnc2nc(C(=O)N3CCN(S(=O)(=O)c4ccccc4)CC3)nn12	-14	9	-5	9	1	-9	10	2	-12
COc1ccc(OC)c(NS(=O)(=O)c2ccc3c(c2)CCC(=O)N3)c1	5	4	17	-2	9	-39	-10	-3	8
O=C(Nc1ccccc1C(F)(F)F)NC1CCCCC1	-8	1	2	3	-2	-3	5	7	-9
CCOC(=O)c1c(C)[nH]c(C(=O)COC(=O)c2ccc(N3CCCC3=O)cc2)c1C	-39	-2	34	17	-28	/	6	-127[fluorescence artefact?]	-5
O=C(Nc1cc(C(F)(F)F)ccc1N1CCOCC1)c1cccnc1Cl	-11	1	2	17	-18	18	-3	5	5
COc1ccc(NCc2nnc(SCC(=O)Nc3cccc(C)c3)o2)cc1	-5	7	4	5	-8	-41	-3	-6	2
Clc1ccc(N2COC3c4cccc5cccc(c45)C32)cc1 (stereo unspecified)	-25	7	-8[fluorescence artefact?]	14	-27	-5	15	14	-14
CN(CCCC(=O)NCc1ccco1)S(=O)(=O)c1ccccc1	0	4	-2	5	25	-6	-5	-1	9
CCCN1CCN(CCCNC(=O)C2CCCN(c3nnc(-n4cccc4)s3)C2)CC1 (stereo unspecified)	-17	/	/	-5	-4	58	8	/	-10
Cc1cc(C)c2cc(C#N)c(N3CCCC3)nc2c1	-24	8	25[fluorescence artefact?]	-11	31	-20	-11	7	12
O=C(CCn1nc(-c2ccccc2)c2ccccc2c1=O)N1CCN(c2ccccc2)CC1	-49	2	4	-23	-44	11	19	8	-18

Entries listed so far containing two or more sulfur atoms:
SMILES	TNFa cytotox	Candida biofilm	ERb coact inh	VCAM1 TNFa inh	IL1B cytotox	cytoskel mod	sEH inh	Smad3 FoxH1 inh	sEH act
COc1ccc2c(c1)nc(SCC(=O)c1cccs1)n2C	-1	/	/	-4	-30	2	2	/	0
Cc1sc2nc(SCC(=O)c3cc(C)n(CC4CCCO4)c3C)n(C(C)C)c(=O)c2c1C (stereo unspecified)	-8	7	10[fluorescence artefact?]	16	/	-1	/	-2	/
Cc1ccccc1CSCCNC(=O)CCSc1ccccc1	3	/	/	-12	2	5	81*	/	-81

Reformatted in markdown: 2 of the compounds above.
| Molecule | TNFa cytotox | Candida biofilm | ERb coact inh | VCAM1 TNFa inh | IL1B cytotox | cytoskel mod | sEH inh | Smad3 FoxH1 inh | sEH act |
| --- | --- | --- | --- | --- | --- | --- | --- | --- | --- |
| COc1cnc(SCC(=O)O)[nH]c1=O | -10 | / | / | 5 | -43 | -4 | 8 | / | -7 |
| CCn1c(N2CCN(C(=O)NC3CCCCC3)CC2)nc2ccccc21 | -11 | 6 | -15 | 4 | 18 | 12 | 17 | 5 | -17 |

Next part.
SMILES	TNFa cytotox	Candida biofilm	ERb coact inh	VCAM1 TNFa inh	IL1B cytotox	cytoskel mod	sEH inh	Smad3 FoxH1 inh	sEH act
CCOc1cc(/C=C\c2[nH]c(=O)[nH]c(=O)c2[N+](=O)[O-])ccc1OC(C)CC (stereo unspecified)	17	4	-6	-4	-67	-12	14	-17	-12
CC(C(=O)NCC1CCCO1)n1cccc1C(=O)c1ccccc1 (stereo unspecified)	0	12	2	-6	-6	11	-3	-1	2
Cc1nn(CC(=O)NCCc2ccccc2)c(=O)c2ccccc12	1	-1	-1	-5	10	10	2	-2	-3
Cn1c(N)c(C(=O)COC(=O)C2=COCCO2)c(=O)n(C)c1=O	8	2	32	36	17	-14	-2	4	4
CC(=O)Nc1sc(C)c(C)c1C(=O)OC1CCOC1=O (stereo unspecified)	-2	0	2	-2	-11	-10	/	-5	/
Cc1snc(S(=O)(=O)/C(C#N)=N/Nc2ccc(C(F)(F)F)cc2)c1C#N	-14	3	-13	0	-42	1	34	7	-33
COC(=O)CC(C(=O)Nc1cc(C(=O)OC)cc(C(=O)OC)c1)N1CCN(C)CC1 (stereo unspecified)	-41	9	-4	-13	-18	13	-1	0	-1
COC(=O)NCC(c1cccnc1)N1CCOCC1 (stereo unspecified)	-19	12	-5	12	7	12	6	5	-7
COCC(=O)Nc1nc2n(n1)C(c1ccccc1)CC(c1ccc(OC)cc1)N2 (stereo unspecified)	-8	9	2	-14	-1	6	-4	2	4
O=C(CCn1ccc2ccccc21)NC1CCCc2ccccc21 (stereo unspecified)	14	3	1	27	2	-2	1	14	-1
COc1ccccc1N(CC(=O)NCCSc1ccccc1)S(C)(=O)=O	-24	/	/	-44	-47	16	3	/	-5
Cc1ccc(C(=O)OCC(=O)Nc2ccccc2C(F)(F)F)cc1S(=O)(=O)N1CCOCC1	5	4	1	24	-1	-14	-1	-2	5
COc1ccc(S(=O)(=O)N2CCN(C(=O)c3cnc(C)cn3)CC2)cc1	-1	2	-4	-3	-129	5	-3	-1	1
O=C(OCc1ccccc1F)c1ccc2c(c1)-c1ccccc1C2=O	-2	/	/	-14	-2	-20	8	/	-5
O=C(NC(C(=O)c1ccccc1)n1c(=O)cc[nH]c1=S)c1ccccc1 (stereo unspecified)	-44	1	-4	-17	-28	3	7	-6	-7
CC1CCCN(C(=O)CSc2nnc3n(C4CCCC4)c(=O)c4ccccc4n23)C1 (stereo unspecified)	-25	-1	2[fluorescence artefact?]	-3	-29	-4	/	-4	/
CCOC(=O)c1ccc(NC(=S)N2CCN(S(C)(=O)=O)CC2)cc1	-2	14	13	2	-16	6	6	0	-5
COc1ccc(CCc2nc(-c3ccc(-n4cccc4)cc3)no2)cc1	0	2	4	-4	-3	-1	-3	1	5
Cc1ccc(-n2nc(C(=O)c3ccccc3)n3c(=O)c(Cc4ccccc4)nnc23)cc1	-16	4	-13[fluorescence artefact?]	-10	-77	-2	11	6	-9
O=C(CSc1nccn1Cc1ccccc1)NCc1ccccc1	6	3	1	-7	8	-8	10	-4	-11
CCOC(=O)C1CCN(C(=O)Nc2ccc3nccnc3c2)CC1	-4	-3	2[fluorescence artefact?]	4	-39	2	9	-4	-10
O=c1[nH]c(-c2ccccc2)c(-c2ccccc2)[nH]1	-58	10	0[fluorescence artefact?]	12	-11	8	-2	-2	0

An excerpt of these results, as labelled records:
Structure: COc1ccc(S(=O)(=O)N2CCN(C(=O)c3cnc(C)cn3)CC2)cc1
  TNFa cytotox = -1
  Candida biofilm = 2
  ERb coact inh = -4
  VCAM1 TNFa inh = -3
  IL1B cytotox = -129
  cytoskel mod = 5
  sEH inh = -3
  Smad3 FoxH1 inh = -1
  sEH act = 1

Structure: O=C(CSc1nccn1Cc1ccccc1)NCc1ccccc1
  TNFa cytotox = 6
  Candida biofilm = 3
  ERb coact inh = 1
  VCAM1 TNFa inh = -7
  IL1B cytotox = 8
  cytoskel mod = -8
  sEH inh = 10
  Smad3 FoxH1 inh = -4
  sEH act = -11

Structure: O=C(NC(C(=O)c1ccccc1)n1c(=O)cc[nH]c1=S)c1ccccc1 (stereo unspecified)
  TNFa cytotox = -44
  Candida biofilm = 1
  ERb coact inh = -4
  VCAM1 TNFa inh = -17
  IL1B cytotox = -28
  cytoskel mod = 3
  sEH inh = 7
  Smad3 FoxH1 inh = -6
  sEH act = -7

Structure: CC(=O)Nc1sc(C)c(C)c1C(=O)OC1CCOC1=O (stereo unspecified)
  TNFa cytotox = -2
  Candida biofilm = 0
  ERb coact inh = 2
  VCAM1 TNFa inh = -2
  IL1B cytotox = -11
  cytoskel mod = -10
  sEH inh = /
  Smad3 FoxH1 inh = -5
  sEH act = /

Screening results as filed in PubChem BioAssay.
